Abeta yeast res = A-beta toxicity reversal in yeast. yeast expressing A-beta42, growth rescue, OD600, 48 h; response scale: 0% DMSO, 100% iron-clioquinol control. Potency, µM (top dose mostly 46.1 µM), for the others: top-dose growth rescue, usual class: activators. 410,000 compounds, 0.063% hits. AID 1347071; further: potency means the concentration at half of the fitted maximal effect; nearly all actives have a fitted effect of over 55% in size
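Yeast growth medium received pinned compounds, then yeast cells expressing toxic A-beta were added; plates incubated at 30 C for 48 hr. Growth read as absorbance at 600 nm, normalized to DMSO and equimolar FeCl3 plus clioquinol controls.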
TDP43 rescue = TDP-43 toxicity inhibition in yeast; TDP-43 expressing yeast growth rescue, BacTiter-Glo, 24 h; Potency, µM (highest dose often 46.1 µM), inactives show at the top dose growth rescue (activation), usual class: activators; 410,000 compounds, 1.8% hits; AID 652104; further: potency means the concentration at half of the fitted maximal effect; % of control where 0% means no effect; nearly all actives have a fitted effect of over 50% in size
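Luminescence from BacTiter-Glo reports growth of TDP-43-expressing yeast after 24 hr at 30 deg C with compound. Cells were raffinose-pregrown to mid-log, then seeded in galactose medium at OD600=0.02.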
MmCpn inh = M. maripaludis TRiC chaperonin inhibition. purified Mm-Cpn ATPase, ADP Transcreener TR-FRET. Potency, µM (doses to about 76.9 µM), without a hit: at the top dose activity, negative = inhibition, most hits filed as inhibitors. 330,000 compounds, 0.031% hits. AID 504842; further: potency means the concentration at half of the fitted maximal effect; on the % scale 0 is the no-effect control and ±100 the full control effect; nearly all actives have a fitted effect of over 80% in size
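Inhibition of chaperonin ATP hydrolysis is measured as reduced ADP production, detected by competitive TR-FRET in which signal falls with ADP. Final enzyme 25 nM and ATP 10 uM, reacted 30 min at 37°C.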
HEK293 tox = cytotoxicity counter-screen for GLP-1 receptor inverse agonists. HEK293 cAMP-luciferase reporter cells, luminescence, 24 h. Potency, µM (top dose mostly 38.3 µM), without a hit: at the highest dose activity change, negative = inhibition, hits mostly inhibitors. 410,000 compounds, 0.13% hits;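 further: loss of luciferase light is scored as toxicity; potency means the concentration at half of the fitted maximal effect; on the % scale 0 is the no-effect control and ±100 the full control effect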
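Compound-treated cells are incubated 24 hr at 37 deg C under 5% CO2 after a 12 hour attachment period, then luciferase detection reagent is added and luminescence is measured following 12 min at room temperature; lowered signal indicates toxicity.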
GLP1R inv ag = acts as inverse agonist at human GLP-1 receptor; P43220; HEK293 GLP-1R CRE-luciferase, luminescence, 24 h; GLP-1R form is constitutively active; Potency, µM (series often up to 38.3 µM), without a hit: top-dose activity change, negative = inhibition, hits mostly inhibitors; 410,000 compounds, 1.6% hits; AID 624417; further: potency means the concentration at half of the fitted maximal effect; on the % scale 0 is the no-effect control and ±100 the full control effect; nearly all actives have a fitted effect of over 55% in size
Target sequence (P43220 whole entry, looked up): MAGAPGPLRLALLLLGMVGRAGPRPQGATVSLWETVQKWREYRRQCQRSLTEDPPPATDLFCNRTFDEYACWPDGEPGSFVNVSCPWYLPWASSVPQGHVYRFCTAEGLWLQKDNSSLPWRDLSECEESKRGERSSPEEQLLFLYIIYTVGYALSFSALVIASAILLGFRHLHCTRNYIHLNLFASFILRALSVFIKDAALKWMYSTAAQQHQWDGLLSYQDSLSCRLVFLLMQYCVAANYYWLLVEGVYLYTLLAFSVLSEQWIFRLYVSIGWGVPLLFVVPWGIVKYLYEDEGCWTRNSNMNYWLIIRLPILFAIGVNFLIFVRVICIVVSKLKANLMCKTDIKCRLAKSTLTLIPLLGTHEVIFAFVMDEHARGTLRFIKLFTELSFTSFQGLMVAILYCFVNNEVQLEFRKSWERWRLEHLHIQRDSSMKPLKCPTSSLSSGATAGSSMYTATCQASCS
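Inverse agonism was detected as reduced cAMP-driven luciferase luminescence after 24 h compound treatment. The cells were HEK293 clones expressing constitutively active human GLP-1R with the reporter. Reporter-only and GPR119 cell lines served as counterscreen controls.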
aSyn yeast inh = alpha-synuclein toxicity inhibition in yeast | Potency, µM (series often up to 46.1 µM), without a hit: top-dose growth rescue (activation), usual class: activators | AID 652106 | 370,000 compounds, 0.14% hits | Yeast expressing alpha-synuclein, growth rescue, BacTiter-Glo, 24 h; further: potency means the concentration at half of the fitted maximal effect; % of control where 0% means no effect; nearly all actives have a fitted effect of over 65% in size
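Screening used galactose-induced yeast with toxic alpha-synuclein levels, exposed to compound for 24 hr at 30 deg C. Cell growth, read with BacTiter-Glo luminescence, gave the measured signal.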
Akt phos inh = blocks phosphorylation of Akt; Neuro2A IGF-stimulated pAkt S473 HTRF, 20 min; hits give low values; activity change, % for hits at 50 µM; 360,000 compounds, 0.32% hits; AID 651550; in the data active means activity change below about -80%; inconclusive means mostly about -51% to -80%; further: on the % scale 0 is the no-effect control and ±100 the full control effect
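Single-point screen (50 µM final compound) in Neuro2A cells stimulated 20 min with 6 nM IGF at 37 deg C. After lysis, Ser473-phosphorylated Akt read by HTRF (ex 330 nm, em 615/665 nm) as the 665/615 ratio.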
FUS suppressor = suppressors of FUS proteinopathy in yeast. Potency, µM (titrated, usually from 76.6 µM), for inactives: at the top dose growth rescue (activation), hits mostly activators. 390,000 compounds, 0.24% hits. S. cerevisiae FUS-expressing, growth rescue, OD600, 24 h;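 further: potency means the concentration at half of the fitted maximal effect; plate controls were DMSO vehicle for no effect and reference control for full effect; nearly all actives have a fitted effect of over 55% in size; some results filed as inactive show a strong effect at the top dose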
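Restored growth of FUS-toxic S. cerevisiae, read as 600 nm absorbance after 24 h at 30C in galactose medium (starting OD 0.005). Controls CP55940 and DMSO.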
PTHR1 agonist = activates the human parathyroid hormone receptor PTHR1; Q03431; HEK293 GP2 PTHR1 cells, GloSensor cAMP luminescence, 1 h; Potency, µM (series often up to 115 µM), for the others: top-dose activation, usual class: activators; 410,000 compounds, 0.075% hits; further: potency means the concentration at half of the fitted maximal effect; nearly all actives have a fitted effect of over 55% in size; some results filed as inactive show a strong effect at the top dose; inactives centre near -15; many of its hits are not listed in these tables
Target sequence (Q03431 whole entry, looked up): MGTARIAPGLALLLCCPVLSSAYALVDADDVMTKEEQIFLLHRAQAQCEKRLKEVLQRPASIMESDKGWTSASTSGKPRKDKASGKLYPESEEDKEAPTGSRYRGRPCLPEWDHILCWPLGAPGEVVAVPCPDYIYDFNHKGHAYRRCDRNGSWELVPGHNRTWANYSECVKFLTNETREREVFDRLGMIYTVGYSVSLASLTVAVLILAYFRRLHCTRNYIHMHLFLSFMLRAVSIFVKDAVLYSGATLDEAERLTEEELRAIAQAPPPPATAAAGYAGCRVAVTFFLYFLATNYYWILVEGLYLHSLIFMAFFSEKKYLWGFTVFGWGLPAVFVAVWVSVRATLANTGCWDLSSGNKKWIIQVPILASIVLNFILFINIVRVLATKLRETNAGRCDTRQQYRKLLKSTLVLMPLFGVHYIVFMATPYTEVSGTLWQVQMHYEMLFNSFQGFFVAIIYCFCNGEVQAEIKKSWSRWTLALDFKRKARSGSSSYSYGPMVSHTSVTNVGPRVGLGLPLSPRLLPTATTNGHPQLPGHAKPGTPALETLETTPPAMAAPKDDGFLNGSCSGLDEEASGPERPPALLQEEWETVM
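HEK-293-derived GP2 cells expressing PTHR1 and a GloSensor cAMP reporter, 3,000/well, plated overnight, given luciferin plus IBMX (each 0.5 mM as added) for 1 h at 37 °C, then compound for 1 h at 37 °C. Luminescence was read after 15 min at room temperature.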
* = called active by the depositor; i = inactive; ? = inconclusive; . = not tested or not shown; [ ] = dose if it differs, or a comment. Unless noted, the call rests on the fitted dose curve; in most records, active means well fitted curve in the direction sought with a large enough effect; inconclusive means small, poorly fitted or top-dose-only effect, or another doubt; inactive means no such curve, though single readings can be large; an effect the other way counts as inactive or inconclusive.

SMILES	Abeta yeast res	TDP43 rescue	MmCpn inh	HEK293 tox	GLP1R inv ag	aSyn yeast inh	Akt phos inh	FUS suppressor	PTHR1 agonist
O=C(CC(c1ccccc1)c1ccccc1)Nc1ccc2c(c1)OCCO2	-18%	26%	-3%	8%	?	-10%	i	20%	-22%[57.5 µM]
COc1cc(C(=O)N2CC(=O)Nc3ccc(C)cc3C2c2ccc(F)cc2)cc(OC)c1OC (configuration not stated)	-13%	-7%	.	-13%	3%	.	.	-20%	-7%
CCOC(=O)C1=C(c2ccccc2)OC(N)=C(C#N)C1c1ccc(Br)s1 (configuration not stated)	-17%	-1%[0.397 µM]	-13%	-9%	-23%	6%	i	-8%	i
CC(=NNC(=O)c1ccc(NS(=O)(=O)c2ccc(Br)cc2)cc1)c1cccnc1	4%	16%	1%	-4%	8%	5%	i	29%	-7%
CC1CN(C(=O)COC(=O)c2ccc3ncsc3c2)CC(C)O1 (configuration not stated)	-6%	-33%	-1%	-2%	4%	-4%	i	10%	i
COc1ccc(S(=O)(=O)N(C)C[C@@H]2OCc3cnnn3CCCC(=O)N([C@@H](C)CO)C[C@@H]2C)cc1	8%	0%	.	-2%	-4%	8%	i	-5%	-18%
N#Cc1ccsc1NC(=O)CN1C(=O)NC2(CCCCC2)C1=O	4%	4%	.	4%	1%	1%	i	18%	-32%[inhibitor]
Cn1c2ccccc2c2c(C(=O)O)cn(C3CCCC3)c(=O)c21	3%	18%	?	-46%	-4%	2%	i	-3%	15%
Cc1ccc(Oc2nc(CN3CCOCC3)nc3sc4c(c23)CCC(C)C4)cc1C (configuration not stated)	-16%	8%	0%	3%	0%	10%	i	.	i
COc1cc2c(cc1OC)C(COc1ccc3c(C)cc(=O)oc3c1)N(C(=O)c1ccc(C)c(C)c1)CC2 (configuration not stated)	-4%	0%	.	2%	22%	.	.	-3%	i
CC(=O)Nc1cccc(NC(=O)C2CCCO2)c1 (configuration not stated)	8%	8%	.	1%	10%	0%	i	-18%	i
Cc1ccc(CN2C(=O)CCC2C(=O)NC2CC2)cc1 (configuration not stated)	5%	-12%	4%	-2%	15%	-6%	i	-30%	7%[57.5 µM]
Cc1ccc(-c2noc(C3CCCN(C(=O)c4ccccc4Br)C3)n2)cc1 (configuration not stated)	-22%	13µM*	0%	13%	?	0%	i	37%	-41%[inhibitor]
Cc1cccc(C)c1OCc1nc2c3cnn(-c4ccccc4Br)c3ncn2n1	-2%	26%	.	1%	2%	.	.	-8%	?
O=C(NCc1cccc(Cl)c1)c1ccc(-c2ccc(F)c(F)c2)c2ccoc12	-10%	0%	.	-3%	?	8%	i	-7%	i

Quoted at random: 3 records from the list.
SMILES	Abeta yeast res	TDP43 rescue	MmCpn inh	HEK293 tox	GLP1R inv ag	aSyn yeast inh	Akt phos inh	FUS suppressor	PTHR1 agonist
Cn1c2ccccc2c2c(C(=O)O)cn(C3CCCC3)c(=O)c21	3%	18%	?	-46%	-4%	2%	i	-3%	15%
O=C(CC(c1ccccc1)c1ccccc1)Nc1ccc2c(c1)OCCO2	-18%	26%	-3%	8%	?	-10%	i	20%	-22%[57.5 µM]
CC(=NNC(=O)c1ccc(NS(=O)(=O)c2ccc(Br)cc2)cc1)c1cccnc1	4%	16%	1%	-4%	8%	5%	i	29%	-7%

More structures:
SMILES	Abeta yeast res	TDP43 rescue	MmCpn inh	HEK293 tox	GLP1R inv ag	aSyn yeast inh	Akt phos inh	FUS suppressor	PTHR1 agonist
C=CCNC(=S)N/N=C(\C)c1cccc(OC)c1	1%	26%	0%	?	?	-14%	i	.	i
Cc1cccn2c(=O)c3cc(C(=O)NCC4CCCO4)c(=N)n(Cc4cccnc4)c3nc12 (configuration not stated)	6%	3%	-6%	.	1%	-9%	i	11%	-29%
CC1CCOC2(O1)C(=O)N(CN1CCN(c3ccccc3F)CC1)c1ccccc12 (configuration not stated)	4%	2%	-9%	21%	-20%	-2%	i	.	-16%
COn1c(-c2ccc(Cl)cc2Cl)nc2ncccc21	-4%	2%	-4%	-3%	3%	8%	i	10%	i
CNc1cncc(-c2cccc(C(=O)NC3CC3)c2)n1	-8%	14%	.	-1%	29%	9%	i	-17%	i
Cc1ccc(-n2nnnc2-c2ccccc2Br)cc1	1%	23%	.	-1%	?	?	i	18%	i
O=C(N/N=C/C=C/c1ccc(Br)cc1)C(O)c1ccccc1 (configuration not stated)	1%	6%	0%	4%	5%	-1%	i	-18%	i
Cc1cc(=O)oc2c(C)c(OCC(=O)N3CC[C@@]4(O)CCCC[C@H]4C3)ccc12	-13%	1%	-1%	-10%	-8%	0%	i	-4%	-24%
CC(=O)c1ccc(NC(=O)CC2Oc3ccc(C)cc3NC2=O)cc1 (configuration not stated)	-6%	15%	.	6%	8%	.	.	2%	i
O=C(Nc1cccc(F)c1)c1ccccc1-c1ccccc1	25%	?	0%	-1%	?	7%	i	.	i
CCc1cc2ccccc2nc1SCC(=O)Nc1cc(C)on1	-2%	20%	-5%	-6%	4%	1%	i	-11%	-6%
CCOC(=O)c1cnc(SC)nc1Sc1ccccc1	-5%	20%	0%	27%	?	0%	i	2%	-6%
O=C(CSc1nc2c([nH]c3ccccc32)c(=O)n1-c1ccc(F)cc1)Nc1ccc2c(c1)OCCO2	-10%	-3%	.	-8%	-5%	.	.	30%	i
CCNC(=O)COC(=O)C1CCC(=O)N(c2ccc(OC)cc2)C1c1ccc(OC)cc1 (configuration not stated)	-8%	?	4%	-3%	4%	-1%	i	3%	i
C=CCn1c(CCCOc2ccc(Cl)cc2Cl)n[nH]c1=S	4%	11%	1%	-4%	12%	-3%	i	-5%	i
Cc1snc(S(=O)(=O)Cc2c(Cl)cccc2Cl)c1C#N	8%	19%	1%	1%	0%	10%	i	8%	i
O=C(CC(=O)Nc1ccc(Br)cc1)Nc1ccc(Br)cc1	-3%	18%	-2%	-13%	-23%	0%	i	-22%	i
COc1ccccc1NC(=S)N1CCC(c2nc3cc(C)c(C)cc3[nH]2)CC1	3%	-22%	1%	-17%	-1%	2%	i	-9%	-27%
CN(C)CCCNC(=O)C[C@H]1C[C@H](C(=O)N2CCCCC2)[C@@]2(CCc3ccccc3)c3[nH]c4cc(CCC(=O)N(C)C)ccc4c3CCN2C1=O	-14%	7%	2%	3%	11%	0%	i	6%	i
CCc1c(C(C)S(=O)(=O)c2ccc(C)cc2)[nH]c(=O)n1-c1ccc(C)cc1 (configuration not stated)	9%	-11%	2%	3%	-2%	0%	i	20%	0%[57.5 µM]
CC(=O)C1=C(O)C(=O)N(c2cccc(Br)c2)C1c1ccc(Br)cc1 (configuration not stated)	-17%	-12%	-7%	5%	?	-7%	i	?	-60%[inhibitor]
Cc1ccc(S(=O)(=O)Nc2cc3c(cc2N2CCOCC2)n(C)c(=O)c(=O)n3C)cc1	10%	-16%	0%	0%	55%[activator]	-1%	i	-7%	i
Cc1cccc(NC(=O)CCS(=O)(=O)c2cc(Br)cc3c2N(C(=O)C2CC2)CC3)c1	-14%	-14%	.	1%	9%	.	.	-21%	3%
O=C(COC(=O)COc1ccccc1)Nc1ccc(Br)cc1F	20%	12%	1%	3%	8%	-10%	i	-2%	i
CCCCCc1cc(=O)oc2c(C(CCN(CC)CC)c3ccc(OC)cc3)c(OC)cc(OC)c12 (configuration not stated)	1%	-1%	1%	?	?	1%	i	36%	-4%
CCC1CCCCN1C(=O)COc1cc(=O)n(C)c2ccccc12 (configuration not stated)	2%	3%	0%	-15%	5%	0%	i	8%	i
CC1CCCC(NC(=O)/C=C/c2c(F)cccc2Cl)C1C (configuration not stated)	-1%	-22%	.	-5%	?	-5%	i	10%	-5%
COc1cc2c(cc1NC(=O)c1cc(-c3ccccn3)nc3ccccc13)oc1ccccc12	-1%	-15%[0.397 µM]	-2%	-8%	17%	-1%	i	-22%	i
COc1cc(C2c3c(-c4cc(C)cc(C)c4O)n[nH]c3C(=O)N2CCCO)cc(OC)c1OC (configuration not stated)	1%	1%	-1%	-2%	59%[activator]	-2%	i	12%	-24%
COc1cccc(CN(C)C(=O)c2cccc(OCc3ccccc3)c2)c1	17%	27%	-1%	-2%	?	-14%	i	36%	-75%
Nc1nnc(CCS(=O)(=O)c2ccc(Cl)cc2)s1	6%	-10%	0%	4%	17%	-3%	i	-1%	i
Cc1ccc(-n2nc3c(=O)n(CC(=O)NC(C)C)nc(C)c3c2C)cc1	-8%	17%	.	-11%	17%	.	.	11%	3%
COCCNC(=O)CCCn1c(=O)c2ccccc2n(Cc2ccccc2C#N)c1=O	-2%	-7%	1%	-1%	19%	0%	i	-4%	i
CC(C)NC(=O)Cn1c(=O)nc(-c2ccccc2)c2ccccc21	-11%	21%	.	4%	10%	.	.	-11%	-29%
Cc1ccc(S(=O)(=O)N(C)C)cc1NC(=O)C(C)N(C)CCOc1ccc(Cl)cc1 (configuration not stated)	6%	-3%	-2%	-7%	?	-3%	i	-9%	-28%
CCOc1ccc(N2C(=O)/C(=C\c3ccc(O)c(OC)c3)S(=O)(=O)C2c2cccc([N+](=O)[O-])c2)cc1 (configuration not stated)	-7%	3%	-2%	-9%	-16%	16%	i	35%	-40%[inhibitor]
O=C(CSc1nc2ccccc2c(=O)[nH]1)Nc1ccccc1O	-22%	-17%	1%	-16%	16%	-8%	i	-1%	-64%[inhibitor]
CCCc1c(C)nc2c(OC)cccc2c1SCC(=O)O	6%	7%	1%	-8%[7.66 µM]	20%[7.66 µM]	0%	i	2%	i

Screening results: PubChem BioAssay, National Center for Advancing Translational Sciences (NCATS)

Some of the compounds tested, so the mix of outcomes need not match the whole.
